Assay outcomes as filed in PubChem.
GLP-1R agonist: qHTS of GLP-1 Receptor Agonists; Glucagon-like peptide 1 receptor (Homo sapiens), P43220; HEK293 GLP-1R CRE-luciferase, luminescence, 4-6 h; cells express a hypersensitive GLP-1R form; Potency, µM (top dose mostly 45.6 µM), for the others: at the highest dose activation, hits mostly activators; actives 0.007% (n = 380,000); AID 624172, 2012; further: potency means the concentration at half of the fitted maximal effect; % of control where 0% means no effect
Target sequence (P43220 whole entry, looked up): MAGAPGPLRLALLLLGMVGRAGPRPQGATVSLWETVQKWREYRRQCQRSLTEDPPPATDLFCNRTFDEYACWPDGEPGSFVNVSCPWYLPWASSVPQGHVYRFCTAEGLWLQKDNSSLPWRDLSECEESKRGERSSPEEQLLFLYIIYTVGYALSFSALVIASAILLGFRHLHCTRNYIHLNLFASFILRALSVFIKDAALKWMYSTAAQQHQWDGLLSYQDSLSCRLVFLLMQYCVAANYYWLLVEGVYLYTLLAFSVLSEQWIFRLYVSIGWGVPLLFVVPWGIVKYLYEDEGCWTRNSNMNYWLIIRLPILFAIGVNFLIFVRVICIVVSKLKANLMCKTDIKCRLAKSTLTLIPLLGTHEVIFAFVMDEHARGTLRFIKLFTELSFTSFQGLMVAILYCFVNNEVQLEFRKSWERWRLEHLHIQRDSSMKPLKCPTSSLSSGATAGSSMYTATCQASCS
EPAC1 ag: qHTS for Agonist of cAMP-regulated guanine nucleotide exchange factor 3 (EPAC1): primary screen. Potency, µM (top dose mostly 154 µM), without a hit: at the highest dose activation, actives largely listed as activators. actives 0.073% (n = 360,000). EPAC1 agonist qHTS, biochemical assay; response scale: 100% = response to 6.5 mM cAMP. AID 720707, 2013. Rap guanine nucleotide exchange factor 3 (Homo sapiens), O95398; further: potency means the concentration at half of the fitted maximal effect; nearly all actives have a fitted effect of over 60% in size
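Nucleotide exchange assay: 100 nM EPAC1 with 250 nM Rap1B loaded with BODIPY-GDP and 50 uM GDP, room temperature. Fluorescence (480/540 nm) read every 5 min for 30 min; signal change normalized to 6.5 mM cAMP as full agonist.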
GLP1R cytotox: qHTS of GLP-1 Receptor Inverse Agonists: Cytotox Screen; HEK293 cAMP-luciferase reporter cells, luminescence, 24 h; Potency, µM (series often up to 38.3 µM), without a hit: at the top dose activity change, negative = inhibition, usual class: inhibitors; actives 0.13% (n = 410,000); AID 624418, 2012;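 further: loss of luciferase light is scored as toxicity; potency means the concentration at half of the fitted maximal effect; on the % scale 0 is the no-effect control and ±100 the full control effect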
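Cells in DMEM/10% Nu serum/1% pen-strep, 1536-well format. Pre-incubated 12 h, dosed with 23 nL compound, incubated a further 24 h. Luciferase detection, 12 min at room temp, luminescence.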
EPAC1 antag: qHTS for Antagonist of cAMP-regulated guanine nucleotide exchange factor 3 (EPAC1): primary screen; Rap guanine nucleotide exchange factor 3 (Homo sapiens), O95398; EPAC1 GEF assay, Rap1b-BODIPY-GDP exchange fluorescence; Potency, µM (series often up to 115 µM), for the others: at the highest dose activity change, negative = inhibition, usual class: inhibitors; actives 0.14% (n = 360,000); AID 720709, 2013;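 further: potency means the concentration at half of the fitted maximal effect; plate controls were vehicle for no effect and positive control for full effect; nearly all actives have a fitted effect of over 50% in size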
PLK1 PBD inh: qHTS for Inhibitors of PLK1-PDB (polo-like kinase 1 - polo-box domain): Primary Screen; Plk1 PBD binding of FITC phosphopeptide, fluorescence polarization; Potency, µM, without a hit: max response, negative = inhibition, usual class: inhibitors; AID 720504, 2013; actives 2.8% (n = 360,000); further: potency means the concentration at half of the fitted maximal effect; series mostly up to about 57 µM; on the % scale 0 is the no-effect control and ±100 the full control effect; nearly all actives have a fitted effect of over 65% in size
GLP1R inv ag: qHTS of GLP-1 Receptor Inverse Agonists (Inhibition Mode); Glucagon-like peptide 1 receptor (Homo sapiens), P43220; HEK293 GLP-1R CRE-luciferase, luminescence, 24 h; GLP-1R form is constitutively active; Potency, µM (titrated, usually from 38.3 µM), for the others: at the highest dose activity change, negative = inhibition, hits mostly inhibitors; actives 1.6% (n = 410,000); further: potency means the concentration at half of the fitted maximal effect; on the % scale 0 is the no-effect control and ±100 the full control effect; nearly all actives have a fitted effect of over 55% in size
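Seeding at 200 cells/uL, 12 h culture, 24 hr compound treatment, then luciferase reagent and a luminescence read; cells are HEK293 stably expressing a constitutively active GLP-1R plus cAMP-responsive luciferase.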
IL2 activator: qHTS of IL-2 Activators; IL-2 activation reporter assay, cell-based qHTS; stimulated with anti-CD3/CD4/CD28 beads; in transgenic mouse T cells; activation, % (series mostly up to about 46 µM); actives 0.065% (n = 360,000); in the data active means activation above about 50%; inconclusive means mostly about 30% to 49%; further: 0% is about no effect
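Unstimulated transgenic mouse T cells; 60-min compound exposure; bead-based TCR/CD4/CD28 stimulation; 18 h culture, 37 degrees C; dual fluorescence (EGFP, DsRed) plate cytometry.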
PTHR1 agonist: qHTS for PTHR1 Agonists: Primary Screen. Parathyroid hormone/parathyroid hormone-related peptide receptor (Homo sapiens), Q03431. HEK293 GP2 PTHR1 cells, GloSensor cAMP luminescence, 1 h. Potency, µM (series often up to 115 µM), for inactives: at the top dose activation, usual class: activators. actives 0.075% (n = 410,000); further: potency means the concentration at half of the fitted maximal effect; nearly all actives have a fitted effect of over 55% in size; some results filed as inactive show a strong effect at the top dose; inactives centre near -15; many of its hits are not listed in these tables
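HEK-293-derived GP2 cells expressing PTHR1 and a GloSensor cAMP reporter, 3,000/well, plated overnight, given luciferin plus IBMX (each 0.5 mM as added) for 1 h at 37 °C, then compound for 1 h at 37 °C. Luminescence was read after 15 min at room temperature.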
PI5P4Ka inh: qHTS for Inhibitors of phosphatidylinositol 5-phosphate 4-kinase (PI5P4K); PI5P4Kalpha enzyme, ADP-Glo luminescence, 60 min; stronger effect = lower value; max response, %; actives 1.2% (n = 330,000); active means max response of -50% or lower; inconclusive means between -30% and -50%; inactive means -30% or higher; further: value at the top dose of about 77 µM; on the % scale 0 is the no-effect control and ±100 the full control effect
Target sequence (P48426 whole entry, looked up): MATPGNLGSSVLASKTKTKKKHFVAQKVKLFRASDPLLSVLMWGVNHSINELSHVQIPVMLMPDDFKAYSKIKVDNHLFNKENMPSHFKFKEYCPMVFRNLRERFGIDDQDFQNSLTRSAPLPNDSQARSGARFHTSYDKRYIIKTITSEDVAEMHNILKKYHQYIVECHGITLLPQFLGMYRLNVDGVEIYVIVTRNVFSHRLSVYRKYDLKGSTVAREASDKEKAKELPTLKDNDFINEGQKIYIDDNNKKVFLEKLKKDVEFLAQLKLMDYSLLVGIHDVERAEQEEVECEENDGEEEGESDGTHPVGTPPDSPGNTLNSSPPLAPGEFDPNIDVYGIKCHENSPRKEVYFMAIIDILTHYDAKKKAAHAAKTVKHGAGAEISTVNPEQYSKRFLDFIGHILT
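ADP-Glo luminescence end-point after a 60 min room-temperature kinase reaction. PI5P4Kalpha and substrate in HEPES pH 7.4 buffer with EGTA, 0.1% CHAPS and 5% DMSO; ATP at 5 microM final.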
The depositor's hits bear a star; i = inactive; ? = inconclusive; / = not tested or not shown; [ ] = remark or other dose. Unless noted, the call rests on the fitted dose curve; in most records, active means well fitted curve in the direction sought with a large enough effect; inconclusive means small, poorly fitted or top-dose-only effect, or another doubt; inactive means no such curve, though single readings can be large; an effect the other way counts as inactive or inconclusive.

SMILES	GLP-1R agonist	EPAC1 ag	GLP1R cytotox	EPAC1 antag	PLK1 PBD inh	GLP1R inv ag	IL2 activator	PTHR1 agonist	PI5P4Ka inh
Cn1c(SCC(=O)NC(C)(C)C)nnc1-c1ccc(C(C)(C)C)cc1	-5%	-10%	15%	19%	-8%	-2%	-1.8	-21%	/
Cc1cc(C)c(S(=O)(=O)N2CCCC2=O)c(C)c1	5%	2%	-5%	-12%	-3%	10%	0.4	-5%	-1
Cc1ccc2c(c1)C(=O)C(=O)N2Cc1ccc(F)cc1	0%	-12%	-5%	-23%	?	3%	1.4	-9%	-16
CCOC(=O)C(C)/C(C)=N/NC(=O)CCC(=O)Nc1cc(C)ccc1C (stereo not given)	1%	-1%	20%	8%	-10%	24%	0.1	-23%	1
CC(C)c1cc(O)c(-c2ccccc2)c(=O)n1-c1ccc(Cl)cc1	4%	10%	-3%	-1%	-16%	-1%	-0.4	-5%	-1
CCn1ncc(Br)c1C(=O)Nc1ccn(C23CC4CC(CC(C4)C2)C3)n1	15%	0%	8%	-7%	-1%	7.9µM*	-1.8	-32%[inhibitor]	11
COc1ccc(NC(=O)c2nc(C)c(C3(C)CC(c4ccccc4)=NO3)s2)cc1 (stereo not given)	3%	-5%	?	-11%	-5%	?	-0.6	-23%	7
C[C@@H]1CN([C@@H](C)CO)C(=O)CCCn2nncc2CO[C@@H]1CN(C)S(=O)(=O)c1cccc(F)c1	-5%	-20%	5%	-22%	-11%	2%	-4.5	-21%	-10
Cc1ccc(-c2nc3cc(C)c(Br)c(C)n3c2Cc2ccccc2)cc1	-1%	-7%	6%	-14%	-10%	?	-0.4	27%	4
CC(C)C(=O)N1CCN(c2ccccc2NC(=O)c2ccc([N+](=O)[O-])o2)CC1	1%	-10%	-10%	-20%	-8%	100%[activator]	-1.7	i	-2
O=C(NNC(=O)c1ccc(S(=O)(=O)N2CCCCC2)cc1)c1ccccc1	0%	-3%	-17%	-5%	-5%	-3%	-2.9	-23%	-6
Cc1cc2nc(-c3ccccc3)cc(=O)n2[nH]1	0%	4%	6%	8%	5%	4%	-5.3	i	-6
COc1ccc(NS(=O)(=O)c2ccc(F)c(F)c2F)cc1S(=O)(=O)N1CCOCC1	-4%	4%	4%	3%	8%	0%	0.8	-6%	-2
Cc1ccc2sc(N(CCCN(C)C)C(=O)c3ccc(S(=O)(=O)N4CCCCCC4)cc3)nc2c1C	11%	19%	?	-24%	-10%	?	-4.2	-15%	-4
COCC(C)n1c(C)cc(C(=O)CSc2nc3ccccc3c(=O)[nH]2)c1C (stereo not given)	18%	-4%	-3%	-3%	-14%	5%	-1.6	-24%[57.5 µM]	/
COc1cc(C(=O)Nc2ccc(NC(C)=O)cc2)ccc1OCc1ccccc1	2%	6%	7%	-25%	-7%	4%	0.3	-22%	1
Cc1onc(-c2c(Cl)cccc2Cl)c1C(N)=S	3%	0%	-8%	19%	4%	-4%	-2.3	-11%	-2
O=[N+]([O-])/C=C\c1ccc(N2CCCC2)c(F)c1	-5%	2%	-14%	6%	-28%	?	-1.5	-5%	5
Cc1ccc(N/N=C(\C#N)C(=N)N2CCCCCC2)cc1	21%	-1%	-18%	8%	-5%	?	-2.1	-29%	4
CON(C)C(=O)CCN(Cc1ccccc1)C(=O)OC(C)(C)C	-3%	-29%	15%	3%	-3%	-2%	-2.1	-17%	3

Arranged by molar mass (smallest number first): 10 of the compounds above.
SMILES	GLP-1R agonist	EPAC1 ag	GLP1R cytotox	EPAC1 antag	PLK1 PBD inh	GLP1R inv ag	IL2 activator	PTHR1 agonist	PI5P4Ka inh
O=[N+]([O-])/C=C\c1ccc(N2CCCC2)c(F)c1	-5%	2%	-14%	6%	-28%	?	-1.5	-5%	5
Cc1cc(C)c(S(=O)(=O)N2CCCC2=O)c(C)c1	5%	2%	-5%	-12%	-3%	10%	0.4	-5%	-1
Cc1ccc2c(c1)C(=O)C(=O)N2Cc1ccc(F)cc1	0%	-12%	-5%	-23%	?	3%	1.4	-9%	-16
Cc1ccc(N/N=C(\C#N)C(=N)N2CCCCCC2)cc1	21%	-1%	-18%	8%	-5%	?	-2.1	-29%	4
CON(C)C(=O)CCN(Cc1ccccc1)C(=O)OC(C)(C)C	-3%	-29%	15%	3%	-3%	-2%	-2.1	-17%	3
CC(C)c1cc(O)c(-c2ccccc2)c(=O)n1-c1ccc(Cl)cc1	4%	10%	-3%	-1%	-16%	-1%	-0.4	-5%	-1
Cn1c(SCC(=O)NC(C)(C)C)nnc1-c1ccc(C(C)(C)C)cc1	-5%	-10%	15%	19%	-8%	-2%	-1.8	-21%	/
COc1cc(C(=O)Nc2ccc(NC(C)=O)cc2)ccc1OCc1ccccc1	2%	6%	7%	-25%	-7%	4%	0.3	-22%	1
Cc1ccc(-c2nc3cc(C)c(Br)c(C)n3c2Cc2ccccc2)cc1	-1%	-7%	6%	-14%	-10%	?	-0.4	27%	4
C[C@@H]1CN([C@@H](C)CO)C(=O)CCCn2nncc2CO[C@@H]1CN(C)S(=O)(=O)c1cccc(F)c1	-5%	-20%	5%	-22%	-11%	2%	-4.5	-21%	-10

More structures.
SMILES	GLP-1R agonist	EPAC1 ag	GLP1R cytotox	EPAC1 antag	PLK1 PBD inh	GLP1R inv ag	IL2 activator	PTHR1 agonist	PI5P4Ka inh
O=C(O)/C=C/c1ccc([N+](=O)[O-])o1	1%	7%	-14%	-6%	?	7%	-0.1	0%	-11
Cc1csc2ncc(C(=O)N3CCCc4ccccc43)c(=O)n12	-4%	4%	1%	-4%	-1%	-20%	-2.2	-23%	5
CCOC(=O)c1c(-c2ccc(OC)cc2)oc2ccc(OCC(N)=O)cc12	6%	8%	-11%	-10%	-1%	2%	-3.3	i	15
CC(OC(=O)CC1CCCCC1)C(=O)Nc1cccc(C#N)c1 (stereo not given)	16%	-6%	7%	-19%	-10%	?	-0.4	-19%	10
C=COC(=O)CSc1nc(-c2cccs2)ccc1C#N	-10%	9%	5%	3%	-4%	36%	-0.8	i	/
N#CCC(=O)Nc1ccc(C(=O)OCC(=O)NCc2ccc3c(c2)OCO3)cc1	1%	9%	-7%	-25%	4%	0%	-2.3	i	?
Cc1ccccc1NC(=O)CC1SC(=Nc2ccc(O)cc2)NC1=O (stereo not given)	4%	5%	2%	9%	4%	27%	0.9	i	-8
CC1(C2CC2)NC(=O)N(CC(=O)N2CCN(c3cccc(C(F)(F)F)c3)CC2)C1=O (stereo not given)	-13%	13%	9%	-13%	-8%	?	-0.8	-7%	-7
CC(C)(C)NC(=O)Cn1c(Cl)nc2ccccc21	-1%	15%	-1%	-6%	-4%	-2%	-1.5	-5%	-4
Cc1ccc(C)c(Cn2c(=O)n(Cc3ccccc3)c(=O)c3sc4ccccc4c32)c1	1%	/	-1%	/	/	6%	/	-6%	/
O=C(NN=Cc1ccccc1Cl)c1cccc2ccccc12	-8%	6%	4%	4%	1%	2%	-0.7	-22%	21
CC1(C)C=Cc2c(c3c(c4c(=O)c(-c5ccc(O)cc5)coc24)OC(C)(C)CC3)O1	16%	-8%	-21%	-11%	-12%	?	-0.7	-22%	-28
CC(=O)Nc1ccc(NC(=O)[C@@H](NC(=O)c2cccc(C)c2)C(C)C)cc1	9%	5%	7%	-11%	-9%	6%	-1.2	-12%	3
COc1ccc(S(=O)(=O)NCCSc2nnnn2-c2ccccc2)cc1	1%	/	0%	/	/	-6%	/	-25%	/
Cc1ccccc1-n1nc(C(=O)c2cccs2)cc(-c2nc3ccccc3[nH]2)c1=N	6%	4%	1%	2%	-9%	11%	7.7	i	/
O=C(c1ccc(S(=O)(=O)N2CCOCC2)cc1)N1CCN(c2ccccn2)CC1	6%	4%	1%	-2%	-8%	10%	-0.1	-8%	-3
O=C(CN1CCc2ccccc21)NCc1ccc2c(c1)OCO2	10%	-1%	14%	3%	-8%	-8%	0.9	i	-9
Cc1ccc(-c2csc(N3CCN(c4ccc5nc(-c6ccncc6)n(CCN6CCCCC6)c5c4)CC3)n2)cc1	7%	-23%	-2%	5%	?	-27%	-0.1	-12%	?
CCCCNC(=O)C1(C)CCCCN1Cc1ccccc1-c1ccccc1 (stereo not given)	-5%	-4%	-7%	-11%	-6%	2.5µM*	-0.7	-15%	10
NC(=S)N/N=C\c1ccc(-c2cccc(Cl)c2Cl)o1	-7%	-5%	?	-1%	?	?	1.1	-20%	-20
COc1ccc(S(=O)(=O)NCc2ccccn2)cc1NC(=O)c1ccccc1F	11%	-4%	?	12%	-7%	?	-1.8	?	-4
CC(C)NC(=S)N1CCN(C/C=C/c2ccccc2)CC1	3%	-2%	-2%	4%	-8%	-30%	0.8	i	3
Cc1ccc2c(c1)NC(=O)C(CC(=O)NCCCN1CCc3ccccc3C1)O2 (stereo not given)	-3%	14%	0%	-10%	?	-17%	-2.2	i	-11
c1ccc(COc2ccc(CNCc3cccs3)cc2)cc1	1%	-1%	-3%	2%	2%	?	-0.4	-29%	/
COc1ccc(NC(=O)C(c2ccccc2)n2c(=O)c(-c3ccco3)nc3ccccc32)cc1 (stereo not given)	/	13%	-12%	-2%	-7%	?	-0.9	i	-20

These rows are one share of the data, so the mix of outcomes need not match the whole.
